Tau FP inhib – inhibitors of human tau fibril formation; P10636; K18 P301L tau heparin fibrillization, Alexa594 FP, 6 h; Potency, µM (doses to about 57.7 µM), for inactives: at the highest dose activity, negative = inhibition, usual class: inhibitors; 280,000 compounds, 0.39% hits; further: on the % scale 0 is the no-effect control and ±100 the full control effect; nearly all actives have a fitted effect of over 55% in size
Target sequence (P10636 561-689 P618L limits assumed): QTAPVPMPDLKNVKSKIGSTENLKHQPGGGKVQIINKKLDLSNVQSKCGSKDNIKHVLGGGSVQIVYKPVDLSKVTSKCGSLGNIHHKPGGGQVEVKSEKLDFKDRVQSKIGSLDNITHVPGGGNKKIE
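Heparin (20 uM) drove fibril formation of recombinant tau K18 P301L, 15 uM unlabeled with 0.24 uM Alexa 594 label, for 6 hr at 37 C in 100 mM sodium acetate pH 7. Fluorescence polarization (555/632 nm) read 1 hr after 30 uM ThT.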
HttQ103 aggreg – inhibitors of mutant huntingtin aggregate formation in PC12 cells. Potency, µM (top dose mostly 46.1 µM), without a hit: top-dose activity change, negative = inhibition, most hits filed as inhibitors. 220,000 compounds, 1.1% hits. PC12 HttQ103-GFP aggregates, Acumen cytometry, 40 h; further: on the % scale 0 is the no-effect control and ±100 the full control effect; nearly all actives have a fitted effect of over 60% in size
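Using laser scanning cytometry, GFP-positive aggregates were counted after lysis of PC12 cells induced with 100 nM tebufenozide to express HTT exon 1 Q103–GFP. Compounds were tested in titration.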
Tau ThT inhib – inhibitors of human tau fibril formation, thioflavin T binding; P10636; recombinant tau K18 P301L, heparin-induced fibrillization, ThT fluorescence; Potency, µM (doses to about 57.4 µM), without a hit: at the top dose activity, negative = inhibition, usual class: inhibitors; 270,000 compounds, 2.1% hits; further: on the % scale 0 is the no-effect control and ±100 the full control effect; nearly all actives have a fitted effect of over 55% in size
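Recombinant human tau K18 fragment […] carrying P301L, 15 uM unlabeled plus 0.24 uM Alexa 594-labeled, was fibrillized with 20 uM heparin in 100 mM sodium acetate pH 7 for 6 hr at 37 C; 30 uM ThT fluorescence read after 1 hr.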
SMN2 splice enh – increases expression of the SMN2 splice variant. AID 1458. HEK293 SMN2-luciferase splicing reporter, luminescence, 30-36 h. 210,000 compounds, 2.8% hits. Potency, µM (top dose mostly 46.1 µM), for the others: top-dose activity change, positive = activation, hits mostly activators; further: % of control where 0% means no effect; nearly all actives have a fitted effect of over 55% in size
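HEK293 cells carry an SMN2 minigene-luciferase reporter in which exon 7 inclusion puts luciferase in frame. Cells were seeded at 2000 cells/well, attached for 10-12 hours, then exposed to compounds for 30-36 hours at 37C before ONE-Glo luminescence.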
HTT cytoprotect – Huntington cell model cytoprotection by ATP luminescence. PC12 HTT-Q103 induced, cytoprotection, ATP luminescence, 40 h. Potency, µM (top dose mostly 56.4 µM), inactives show cytoprotection (ATP increase), actives largely listed as activators. 230,000 compounds, 0.14% hits;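 further: % of control where 0% means no effect; nearly all actives have a fitted effect of over 45% in size; toxic huntingtin expression switched on by the ecdysone agonist tebufenozide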
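Huntington model: PC12 line, ecdysone-inducible HTTQ103 exon1–GFP, tebufenozide 100 nM. Test articles in a dose series. Endpoint luminescence from cellular ATP.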
Tau fluor cs – counter-screen for tau fibril formation inhibitors; tau K18 P301L Alexa594 fluorescence, heparin fibrillization; 280,000 compounds, 0.93% hits; Potency, µM (highest dose often 57.7 µM), for the others: top-dose activity change, negative = decrease; further: on the % scale 0 is the no-effect control and ±100 the full control effect; nearly all actives have a fitted effect of over 55% in size
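Human tau K18 P301L (15 uM unlabeled, 0.24 uM Alexa 594-labeled) in 100 mM sodium acetate pH 7 with 20 uM heparin, 6 hr at 37 C. ThT 30 uM added, 1 hr ambient; Alexa 594 FP and total fluorescence read at 555/632 nm.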
KDM4E inh – blocks human JMJD2E demethylase activity. Potency, µM (top dose mostly 57.1 µM), for inactives: at the highest dose activity change, negative = inhibition, usual class: inhibitors. B2RXH2. JMJD2E catalytic domain, FDH-coupled NADH fluorescence (FDH is formaldehyde dehydrogenase). 230,000 compounds, 1.6% hits; active means well fitted inhibition curve with a large enough effect, not every such curve was filed as active; inconclusive means small, poorly fitted or top-dose-only effect, or another doubt; inactive means no such curve, though single readings can be large or run the other way;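 further: 0% = wells with enzyme and -100% = buffer wells without enzyme; nearly all actives have a fitted effect of over 50% in size; many of its hits are not listed in these tables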
Target sequence (B2RXH2 1-337 limits assumed): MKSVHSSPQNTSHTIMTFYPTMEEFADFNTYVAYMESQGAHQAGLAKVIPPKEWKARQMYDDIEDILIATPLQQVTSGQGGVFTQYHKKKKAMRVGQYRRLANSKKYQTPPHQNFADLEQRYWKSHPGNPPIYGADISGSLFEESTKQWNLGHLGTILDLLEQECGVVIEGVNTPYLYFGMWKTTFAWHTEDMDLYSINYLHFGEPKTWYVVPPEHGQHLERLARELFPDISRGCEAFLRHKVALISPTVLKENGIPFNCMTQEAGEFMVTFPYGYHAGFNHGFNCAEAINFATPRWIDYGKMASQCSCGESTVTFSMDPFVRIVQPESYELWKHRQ
ALDH1A1 inh – ALDH1A1 (human) enzyme inhibition. Potency, µM (highest dose often 75.3 µM), inactives show at the top dose activity, negative = inhibition, most hits filed as inhibitors. Purified ALDH1A1, NADH fluorescence, propionaldehyde substrate. 220,000 compounds, 7.3% hits. P00352. AID 1030; active means well fitted inhibition curve with a large enough effect, not every such curve was filed as active; inconclusive means small, poorly fitted or top-dose-only effect, or another doubt; inactive means no such curve, though single readings can be large or run the other way;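 further: plate controls were no enzyme wells and a reference inhibitor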
Target sequence (P00352 whole entry, looked up): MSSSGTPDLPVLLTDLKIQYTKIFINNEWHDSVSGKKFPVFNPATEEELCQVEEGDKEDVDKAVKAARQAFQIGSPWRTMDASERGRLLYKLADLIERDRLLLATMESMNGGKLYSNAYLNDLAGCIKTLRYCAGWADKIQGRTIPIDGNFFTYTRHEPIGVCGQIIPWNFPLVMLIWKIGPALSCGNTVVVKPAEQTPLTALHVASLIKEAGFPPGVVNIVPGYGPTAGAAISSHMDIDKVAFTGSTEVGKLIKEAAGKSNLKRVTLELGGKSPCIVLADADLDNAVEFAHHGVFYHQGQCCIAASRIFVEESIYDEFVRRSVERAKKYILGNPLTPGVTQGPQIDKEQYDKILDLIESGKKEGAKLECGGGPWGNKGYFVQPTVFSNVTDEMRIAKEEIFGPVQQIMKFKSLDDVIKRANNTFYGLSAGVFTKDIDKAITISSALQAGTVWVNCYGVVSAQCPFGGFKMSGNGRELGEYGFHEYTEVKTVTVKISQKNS
Active calls of the source: *; ? = inconclusive; nt = not tested or not shown; & = joins results of further samples; [ ] = another dose, or the depositor's remark. Unless noted, the call rests on the fitted dose curve; in most records, active means well fitted curve in the direction sought with a large enough effect; inconclusive means small, poorly fitted or top-dose-only effect, or another doubt; inactive means no such curve, though single readings can be large; an effect the other way counts as inactive or inconclusive. Potency means the concentration at half of the fitted maximal effect. A portion of the library; the hit share may differ from the screen's.

| mol | Tau FP inhib | HttQ103 aggreg | Tau ThT inhib | SMN2 splice enh | HTT cytoprotect | Tau fluor cs | KDM4E inh | ALDH1A1 inh |
| --- | --- | --- | --- | --- | --- | --- | --- | --- |
| CCn1nnnc1-c1ccc(OC)c(S(=O)(=O)Nc2ccc(C(=O)OC)cc2)c1 | 2% | 3% | -1% | 4% | -3%[0.074 µM] | -2% | 8% | 7.1µM* |
| CCOc1ccc(NC(=O)CSc2nnc3scc(-c4ccccc4)n23)cc1 | 13% | nt | ? | -10% | nt | -29% | nt | nt |
| COc1ccccc1Nc1ncc(C(=O)N2CCC(C(N)=O)CC2)c2ccccc12 | 5% | 6% | -4% | -1% | -18%[10 µM] | -3% | -1% | 12% |
| CS(=O)(=O)c1ccccc1C(=O)NC1CCCc2ccccc21 (stereo not given) | -1% | -3% | 3% | 5% | -15% | 3% | -9% | 8% |
| Cc1cc(CNCc2cn(C)nc2-c2ccc(Oc3ccccc3)cc2)on1 | 1% | 14%[9.22 µM] | ? | nt | 25%[10 µM] | -13% | -3% | ? |
| CCOC(=O)n1c(SCC(=O)N(CC)CC)nc2ccccc21 | -1% | -15% | -3% | 20% | -22% | 1% | 5% | -7% |
| O=C(CSc1nc2c(c(=O)n1-c1ccc(F)cc1)SCC2)NCc1ccco1 | -13% | 2% | -15% | nt | 21% | -18% | 93%[activator] | 6% |
| O=C(NC1CCCCC1)C(c1ccc2ncccc2c1)N(Cc1ccco1)C(=O)c1ccc2c(c1)OCCO2 (stereo not given) | 5% | -14% | -4% | -9% | -41%[inhibitor] | 5% | 2% | ? |
| CC(Sc1ccsc1[N+](=O)[O-])C(=O)NCc1ccco1 (stereo not given) | 5% | -2% | ? | -11% | 27% | -24% | -3% | ? |
| c1ccc(-n2c(SCc3ccncc3)nnc2-c2ccco2)cc1 | 4% | 0% | -2% | 14% | -15%[10 µM] | -1% | ? | 10µM* |
| O=C(CN(C(=O)CCNC(=O)c1ccco1)c1ccccc1)NC1CCCC1 | -14% | -25% | 1% | -13% | 10%[1.9 µM] | -5% | 0% | -5% |
| Cc1cc(C)c2nc(Cl)c(C3NC(=O)c4ccccc4N3)cc2c1 (stereo not given) | -2% | ? | 7% | -24% | 7%[10 µM] | 2% | ? | -4% |
| O=C1CC(c2nc3ccccc3[nH]2)CN1c1ccccc1 (stereo not given) | -8% | -6% | -1% | -4% | -10%[0.074 µM] | 7% | 2% | -3% |
| BrC(/C=N/Nc1nc(N2CCOCC2)nc(N2CCOCC2)n1)=C/c1ccccc1 | -1% | ? | ? | -18% | 28% | -12% | -5% | ? |
| Cc1cc2c(cc1C)N(CC(=O)N1CCCC1)C(=O)CC(c1ccccc1)=N2 | 8% | 22% | -6% | 26% | -14%[10 µM] | -1% | 4% | ? |
| NC(=O)CSc1nc2ccccc2nc1SCC(N)=O | -6% | -16% | -6% | 2% | -12% | -6% | 3% | -6% |
| Cc1ccc(C)c(N(C)C(=O)c2cc3c(s2)-c2ccccc2OC3)c1 | 1% | nt | ? | -2% | nt | -26% | nt | nt |
| CC1C/C=C/C=C/C=C/C=C/C(O[C@@H]2O[C@H](C)[C@@H](O)[C@H](N)[C@@H]2O)CC2OC(O)(CC(O)CC3OC3/C=C/C(=O)O1)CC(O)C2C(=O)O (stereo not given in full) | ? | -13% | ? | -33%[inhibitor] | nt | -12% | ? | -8% |
| O=C1c2cccnc2C(=O)N1Cc1ccccc1 | -2% | -9% | -1% | 14% | 22%[10 µM] | -1% | 3% | 7% |
| O=C1NC(=S)S/C1=C\c1coc2ccccc2c1=O | -8% | 22% | 7.9µM* | 2% | nt | -4% | -20% | 8.9µM* |
| COC(=O)Cc1[nH]nc2c1C1(CCSCC1)C(C#N)=C(N)O2 | -9% | 5% | -5% | 15% | -2% | -1% | -7% | -3% |
| COCCCNC(=O)c1ccc(Cn2c(=O)c3ccccc3n(Cc3ccc(C)cc3)c2=O)cc1 | 4%&0% | -23% | 3%&-2% | 8%&-23% | 9% | -5%&-11% | -2% | 18% |
| CCNC(=O)COC(=O)c1cc(S(=O)(=O)N2CCCc3ccccc32)ccc1Cl | 4% | -12%[9.22 µM] | -6% | nt | 4%[10 µM] | -7% | 11% | -8% |
| CCCN1CNC(=S)N(CCc2ccccc2)C1 | -11% | -9% | -9% | ? | -5%[10 µM] | -5% | 3% | 4% |
| CC(C)Oc1cccc(C(=O)C2CCCN(Cc3cnc(N4CCCC4)s3)C2)c1 (stereo not given) | 7% | -2%[9.22 µM] | -9% | -17% | -4%[10 µM] | 0% | -7% | -7% |
| Nn1c(SCc2ccccn2)nncc1=O | -4% | 23% | -10% | -4% | 25% | -1% | 3% | 6% |
| COc1ccc2c(C)c(C(=O)O)oc2c1 | -1% | -4% | -2% | 4% | -11% | -10% | ? | ? |
| COc1ccc(N2C(N)=NC(N)=NC2(C)C)cc1 | 5% | ? | 1% | -1% | -22% | -2% | -1% | 13% |
| O=S1(=O)CC2NC(=S)N(c3cccc(Br)c3)C2C1 (stereo not given) | -8% | 13%[9.22 µM] | nt | nt | 21%[10 µM] | -12% | -2% | nt |
| COc1ccc(CCNC(=O)c2c(C)nc3ccccn23)cc1OC | 2% | 13%[9.22 µM] | -13% | nt | 15%[10 µM] | -14% | ? | 11% |
| COc1cc2c(cc1NC(=O)CSc1nccn1C)oc1ccccc12 | -7% | 2% | ? | 21% | -3%[0.074 µM] | ? | 2% | -11% |
| COC(=O)c1c(C)oc(C)c(C(=O)OC)c1=O | -3% | 6% | -1% | 29% | -4% | -2% | -4% | ? |
| COc1ccc(-c2cc(C(=O)OCC(=O)NC(C)C)c3ccccc3n2)cc1 | -11% | 10% | -11% | 2% | -120%[inhibitor] | -22% | ? | ? |
| CC1Cc2ccccc2N1C(=O)CNCCCN(C)C (stereo not given) | -2% | -19% | -5% | 15% | -11% | -6% | -28% | -12% |
| COc1cc([C@H]2[C@@H]3CCCC[C@]3(O)CCN2Cc2ccccc2F)ccc1O | 7% | 14% | 0% | -15% | -1% | -4% | 3% | 5% |
| Cc1[nH]c2ccccc2c1NC(=O)CN1CCN(C(=O)c2ccco2)CC1 | 0% | 0%[9.22 µM] | 1% | nt | 8%[10 µM] | -1% | -1% | 6.3µM* |
| COc1ccc(Cn2c(O)c(C=Nc3ccc(O)cc3)c3ccccc3c2=O)cc1 | ? | -20% | ? | -13% | 16%[10 µM] | 4.5µM*[quencher] | -11% | 5% |
| COc1cc(-c2nn3c(-c4ccccc4)nnc3s2)cc(OC)c1OC | 5% | 0% | -8% | -3% | -23%[0.074 µM] | -4% | ? | ? |
| COc1cccc(Nc2ncccc2C(=O)Nc2ccccc2)c1 | ? | -19% | -13% | -10% | 8% | ? | 3% | -9% |
| Cc1occc1C(=O)N/N=C/C=C/c1ccccc1 | -1% | -3% | -10% | 13µM* | -59%[inhibitor] | -5% | 3% | 1% |
| COc1ccc(NC(=O)CCS(=O)(=O)c2cccc3nonc23)c(OC)c1 | 1% | -8% | 1% | 29% | 5% | -2% | -6% | ? |
| CC(C)c1ccc(NC(=O)Cn2c(=O)n(CC3CCC(C(=O)NCCc4ccccc4)CC3)c(=O)c3ccccc32)cc1 (stereo not given) | -12% | nt | 1% | -10% | nt | -6% | nt | nt |
| S=c1nc[nH]c2c1sc1nc(-c3ccccc3)c3c(c12)CCCC3 | ? | 0% | ? | -22% | 7%[10 µM] | ? | 1% | 2.5µM* |
| O=C(CC1CCCCC1)Nc1ccc(-c2ccc3nncn3n2)cc1 | 8% | 8% | -4% | -14% | -20% | -4% | ? | ? |
| CSc1sc(C(=O)NCC2CC2)c(-c2cccs2)c1C#N | -10% | -11%[9.22 µM] | -12% | nt | 1%[10 µM] | -15% | -7% | 8.9µM* |
| CC(C)COc1ccc(C(=O)Nc2ccc(NC(=O)c3ccco3)c(Cl)c2)cc1 | -6% | 11%[9.22 µM] | ? | -26% | -28% | -15% | ? | ? |
| CC1(C)CC(=O)c2c(O)c(-c3ccccc3)c(=O)n(-c3ccccc3)c2C1 | 0% | -7% | 0% | -6% | nt | 3% | -5% | 8% |
| O=C(Nc1ccccc1)C12CC3CC(C1)CC(n1cnc([N+](=O)[O-])n1)(C3)C2 | 2% | 9% | 6% | -3% | -2% | 1% | -10% | 4% |
| COc1ccc(CCNC(=O)Cc2c(C)c3cc(OC)c(OC)cc3oc2=O)cc1 | -8% | nt | -6% | 5% | nt | -11% | nt | nt |
| O=C(O)c1ccc(NC(=O)c2ccc(Cl)c(S(=O)(=O)N3CCCCCC3)c2)cc1 | 1% | nt | 7% | -4% | nt | -6% | nt | nt |

(more compounds)
| mol | Tau FP inhib | HttQ103 aggreg | Tau ThT inhib | SMN2 splice enh | HTT cytoprotect | Tau fluor cs | KDM4E inh | ALDH1A1 inh |
| --- | --- | --- | --- | --- | --- | --- | --- | --- |
| Cc1ccc(C(=O)c2sc3nsc(C)c3c2N)cc1 | -3% | 2% | 6% | 10µM* | 13% | -2% | 0% | 14µM* |
| Cc1cccc(NS(=O)(=O)c2cc(C(=O)OC(C)C(=O)NCc3ccc4c(c3)OCO4)ccc2C)c1 (stereo not given) | -10% | -4% | -3% | -24% | -15%[1.9 µM] | ? | ? | 0% |
| CC(=O)NN1C(=O)c2ccc(Oc3cccc([N+](=O)[O-])c3)cc2C1=O | 5% | 6% | -3% | 2% | 3% | 2% | 5% | -4% |
| COc1cc(SC)ccc1C(=O)NCc1ccc(C)cc1 | 4% | 0% | ? | -8% | -18% | -14% | 0% | ? |
| Cc1cc(C)n(CCc2nc3c4ccccc4n(CC#N)c(=O)n3n2)n1 | 7% | 3% | -3% | 14% | 6% | 0% | -5% | 11µM* |
| Cc1cc(C(=O)CSc2nn3c(=O)c(C(C)(C)C)nnc3s2)c(C)n1-c1ccc(F)cc1 | -4% | -4% | ? | -36%[inhibitor] | -27% | -20% | -2% | -12% |
| Cc1nn2c(N3CCCC3)c3c(nc2c1-c1ccccc1)CCC3 | ? | -13%[9.22 µM] | ? | nt | 1%[10 µM] | -22% | ? | nt |
| N#Cc1cccc(NC(=O)c2cc3c(s2)-c2ccc(Cl)cc2SC3)c1 | ? | nt | -1% | -5% | nt | ? | nt | nt |
| CCn1ncc([N+](=O)[O-])c1C(=O)n1nc(C)cc1C | 2% | 1% | -4% | ? | 17%[10 µM] | -3% | 6% | -12% |
